FEN1 inhibitor = blocks human flap endonuclease 1 | Recombinant FEN1 flap cleavage, fluorescence, 15 min | Potency, µM (series often up to 114 µM), for the others: top-dose activity change, negative = inhibition, usual class: inhibitors | P39748 | actives 0.35% (n = 390,000); active = well fitted inhibition curve with a large enough effect; inconclusive = small, poorly fitted or top-dose-only effect; inactive = no such curve, though single readings can be large or run the other way; note: nearly all actives have a fitted effect of over 65% in size
Target sequence (P39748 whole entry, looked up): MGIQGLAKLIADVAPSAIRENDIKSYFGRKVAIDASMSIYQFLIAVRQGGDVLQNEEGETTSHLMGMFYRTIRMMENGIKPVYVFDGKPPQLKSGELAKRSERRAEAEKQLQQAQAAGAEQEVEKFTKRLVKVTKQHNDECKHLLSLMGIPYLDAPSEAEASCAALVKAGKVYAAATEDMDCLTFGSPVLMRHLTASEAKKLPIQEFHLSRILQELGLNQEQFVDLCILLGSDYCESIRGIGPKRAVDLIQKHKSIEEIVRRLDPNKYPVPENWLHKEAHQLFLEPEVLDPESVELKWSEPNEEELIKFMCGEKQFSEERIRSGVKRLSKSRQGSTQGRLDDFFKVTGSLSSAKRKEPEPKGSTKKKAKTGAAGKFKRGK
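Reaction started by adding substrate (50 nM final) to 10 nM enzyme after 15 min room-temperature compound preincubation. Reads at 0 and 15 min, with data normalized and fitted to a four-parameter Hill equation.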
Active calls of the source: *; [ ] = another dose, or the depositor's remark. % is set by controls: 0 for no effect and ±100 for the full control effect; potency is the fitted concentration of half-maximal effect. These rows are one share of the data; count on the stated rates, not on these rows.

Preview (2 entries):
`CCOC(=O)c1ccc(NC2SC(=O)N(Cc3cccc(C(=O)O)c3)C2=O)cc1` (stereo not drawn) gave FEN1 inhibitor -21%.
For CCOC(=O)c1[nH]c2ccccc2c1N=CN(C)C the results were FEN1 inhibitor -3%.

The list itself, from the start:
`CCOC(=O)c1ccc(NC2SC(=O)N(Cc3cccc(C(=O)O)c3)C2=O)cc1` (stereo not drawn) gave FEN1 inhibitor -21%.
For CCOC(=O)c1[nH]c2ccccc2c1N=CN(C)C the results were FEN1 inhibitor -3%.
For CN(C)c1ccc(/C=N/NC(=O)c2nnn(-c3nonc3N)c2CN2CCCCCC2)cc1 the results were FEN1 inhibitor -9%.
CC[C@H](C)[C@H]1CNC(=S)N1CC1CCN(CCC23CC4CC(CC(C4)C2)C3)CC1 was read as FEN1 inhibitor -1%.
Screening COc1nc(=O)n(C2CCCO2)cc1C (stereo not drawn) returned FEN1 inhibitor 4%.
`O=C(Nc1ccc(S(=O)(=O)N2CCOCC2)cc1)C1CCN(S(=O)(=O)c2ccc(Cl)cc2)CC1` gave FEN1 inhibitor -10%.
COc1ccc(COCC(O)CN2CCN(S(=O)(=O)c3c(F)cccc3F)CC2)cc1OC (stereo not drawn) was read as FEN1 inhibitor -5%.
For Cc1ccc(S(=O)(=O)c2cc3c(=O)n4cccc(C)c4nc3n(CCc3ccccc3)c2=N)cc1C the results were FEN1 inhibitor -3%.
For O=C(O)c1cc2cc(S(=O)(=O)O)ccc2cc1O the results were FEN1 inhibitor -5%.
`O=C1c2ccc(-c3nc4ccccc4o3)cc2C(=O)N1Cc1ccccc1` gave FEN1 inhibitor -6%.
Nc1ccc(Cc2ccc([N+](=O)[O-])cc2)cc1 was read as FEN1 inhibitor -20%.
`COc1cc(CNCc2ccncc2)ccc1OCC(N)=O` gave FEN1 inhibitor 16%.
For O=C(NCc1ccc2c(c1)OCO2)c1ccccc1Cl the results were FEN1 inhibitor -13%.
For CC1(C)C=Cc2c(ccc(C(=O)/C=C/c3ccccc3)c2O)O1 the results were FEN1 inhibitor -8%.
`CC(C)(C)S(=O)(=O)N1C[C@@H]2C(=CC[C@H]3C(=O)N(c4ccccc4)C(=O)[C@@H]23)[C@@H]1CCO` gave FEN1 inhibitor 1%.
Screening CC(=O)C1N=NCC1c1ccccc1 (stereo not drawn) returned FEN1 inhibitor 15%.
For COC(=O)C1=C(C(=O)OC)C(C(=O)OC)C(C(=O)OC)C(C(=O)OC)(C(=O)OC)C(C(=O)OC)=C1C(=O)OC (stereo not drawn) the results were FEN1 inhibitor -6%.
`Cc1ccc(NC(=O)c2ccco2)nc1` gave FEN1 inhibitor -1%.
`CN(C)c1ncnc2c1ccn2C1OC(CO)C(O)C1O` (stereo not drawn) gave FEN1 inhibitor 1%.
`O=C(O)C1CC(C(=O)O)SS1` (stereo not drawn) gave FEN1 inhibitor 10%.

Reprinted at random: three records from the list, in no set order.
`O=C(O)C1CC(C(=O)O)SS1` (stereo not drawn) gave FEN1 inhibitor 10%.
`O=C(Nc1ccc(S(=O)(=O)N2CCOCC2)cc1)C1CCN(S(=O)(=O)c2ccc(Cl)cc2)CC1` gave FEN1 inhibitor -10%.
`CC(C)(C)S(=O)(=O)N1C[C@@H]2C(=CC[C@H]3C(=O)N(c4ccccc4)C(=O)[C@@H]23)[C@@H]1CCO` gave FEN1 inhibitor 1%.

Remaining list, next part:
`CC(O)(c1ccccc1)c1ccc2ccccc2n1` (stereo not drawn) gave FEN1 inhibitor 0%.
For CCCN(C(=O)COC(=O)CNS(=O)(=O)c1ccc(NC(C)=O)cc1)C1CCS(=O)(=O)C1 (stereo not drawn) the results were FEN1 inhibitor -11%.
Screening O=C(/C=C/c1ccc(F)cc1)N1CCN(Cc2ccccc2)CC1 returned FEN1 inhibitor 14%.
`COc1cccc(-c2cc(C(=O)Nc3ccc(N(C)C(C)=O)cc3)c3cc(Br)ccc3n2)c1` gave FEN1 inhibitor -24%.
For COc1ccc(/C=C2/CCC(CN3CCOCC3)C2=O)cc1 (stereo not drawn) the results were FEN1 inhibitor 10%.
For COc1ccc(C(=O)c2c(-c3ccc(OC)cc3)oc3ccc(-c4cc(OC)c(OC)c(OC)c4)cc23)cc1 the results were FEN1 inhibitor 3%.
For Cc1ccc(S(=O)(=O)N2CCC[C@H]2C(=O)OCc2nc3ccccc3s2)cc1 the results were FEN1 inhibitor -18%.
[N-]=[N+]=CC(=O)C(O)(c1ccccc1)C(Cl)c1ccccc1 (stereo not drawn) was read as FEN1 inhibitor -7%.
Screening C#CCOCCOCCOCCNc1nc(N2CCN(C(=O)[C@H](C(C)C)n3cc(CCO)nn3)CC2)nc(N2CCN(C(=O)[C@H](C)n3cc(CCCN=C(N)N)nn3)CC2)n1 returned FEN1 inhibitor -6%.
`COc1ccc(C(C#N)=Cc2ccc(NC(C)=O)cc2)cc1` gave FEN1 inhibitor 3%.
Screening O=C1CCCCC1(O)Cc1ccc2c(c1)OCO2 (stereo not drawn) returned FEN1 inhibitor -5%.
For O=C1SC(Nc2ccccc2)C(=O)N1c1ccccc1 (stereo not drawn) the results were FEN1 inhibitor -2%.
For O=C(COc1ccccc1C(=O)NCc1ccccc1)Nc1ccc(Br)cc1 the results were FEN1 inhibitor 41%[activator].
For c1ccc(-n2nnc(-c3nccs3)n2)cc1 the results were FEN1 inhibitor -12%.
Screening O=C(O)c1cc(N2C(=O)C=CC2=O)cc(N2C(=O)C=CC2=O)c1 returned FEN1 inhibitor 10µM*.
CC(C)(C)C1CCc2c(sc(NC(=O)CCC(=O)O)c2C(=O)Nc2ccccc2C(F)(F)F)C1 (stereo not drawn) was read as FEN1 inhibitor inconclusive.
Screening O=C(OC1CCCC1)c1ccc(Cl)cc1Cl returned FEN1 inhibitor 4%.
Screening CC12CCC(=O)C=C1CCC1C2CCC2(C)C(C(=O)CO)CC(O)C12 (stereo not drawn) returned FEN1 inhibitor -2%.
For COc1ccc(OC)c(C2NC(=O)NC(C)=C2C(=O)Nc2cc(C)cc(C)c2)c1 (stereo not drawn) the results were FEN1 inhibitor -13%.
Cn1c(=O)c2[nH]c(C3CCC3)nc2n(C)c1=O was read as FEN1 inhibitor -1%.

Some of these compounds in order of SMILES length, largest number first.
`COc1cccc(-c2cc(C(=O)Nc3ccc(N(C)C(C)=O)cc3)c3cc(Br)ccc3n2)c1` gave FEN1 inhibitor -24%.
For O=C(COc1ccccc1C(=O)NCc1ccccc1)Nc1ccc(Br)cc1 the results were FEN1 inhibitor 41%[activator].
Screening O=C(/C=C/c1ccc(F)cc1)N1CCN(Cc2ccccc2)CC1 returned FEN1 inhibitor 14%.
Screening O=C(OC1CCCC1)c1ccc(Cl)cc1Cl returned FEN1 inhibitor 4%.

The listing continues.
For Nc1nc(=S)c2ncn(C3CCCCC3)c2[nH]1 the results were FEN1 inhibitor 3%.
CC(=O)OC1(C(C)=O)CCC2C3CC4OC45CC(O)CCC5(C)C3CCC21C (stereo not drawn) was read as FEN1 inhibitor -19%.
For CN(C)c1ccc(NC(=O)c2cc3c(=O)n4ccccc4nc3n2C)cc1 the results were FEN1 inhibitor inconclusive.
For CCCC(=O)N(c1ccc2oc3c(c2c1)CCCC3)S(=O)(=O)c1cc(C)ccc1C the results were FEN1 inhibitor 4%.
`NC(=S)NN=C1CCSCC1` gave FEN1 inhibitor 13%.
For COc1ccc(OC)c(NC(=O)CN(c2ccccc2OC)S(=O)(=O)c2ccc(C)cc2)c1 the results were FEN1 inhibitor 9%.
Screening O=Nc1c(O)ccc2cc(S(=O)(=O)O)ccc12 returned FEN1 inhibitor inconclusive.
Screening COc1ccc(/C=C/c2ccc3ccccc3n2)c(OC)c1 returned FEN1 inhibitor inconclusive.
Screening COc1ccc2c(c1)CCCC2=O returned FEN1 inhibitor 6%.
Cc1ccc(-c2nc3ncccc3o2)cc1NC(=O)c1ccco1 was read as FEN1 inhibitor -9%.
C(=C\c1ccnc2ccccc12)/c1cccs1 was read as FEN1 inhibitor -26%.
Screening Cc1ccc(CSCCNC(=O)CN(c2cccc(C)c2C)S(=O)(=O)c2ccccc2)cc1 returned FEN1 inhibitor -26%.
For COc1ccc(CNC(=O)CN(c2cc(C(F)(F)F)ccc2Cl)S(C)(=O)=O)cc1 the results were FEN1 inhibitor -12%.
Cc1ccc(C(=O)CSc2nc(-c3ccccc3)nc3c2CCCC3)cc1 was read as FEN1 inhibitor -7%.
For COC(=O)C1(C)COP(=O)(NC23CC4CC(CC(C4)C2)C3)OC1 (stereo not drawn) the results were FEN1 inhibitor -1%.
Screening Cc1ccc(N2C(=O)c3ccccc3C2(O)c2ccccc2)cc1 (stereo not drawn) returned FEN1 inhibitor 1%.
Cc1ccc2nc(/C=C/c3ccc(N(C)C)cc3)ccc2c1 was read as FEN1 inhibitor 10%.
CCC(=Cc1ccccc1OC)c1ccncc1 was read as FEN1 inhibitor -12%.
O=C(Nc1ccnn1C1CCNCC1)c1ccc2c(c1)OCO2 was read as FEN1 inhibitor 1%.
`CN(C)c1ncnc2c1ncn2C1CCCO1` (stereo not drawn) gave FEN1 inhibitor -9%.

Compounds above that contain a tert-butyl group:
`CC(C)(C)S(=O)(=O)N1C[C@@H]2C(=CC[C@H]3C(=O)N(c4ccccc4)C(=O)[C@@H]23)[C@@H]1CCO` gave FEN1 inhibitor 1%.
CC(C)(C)C1CCc2c(sc(NC(=O)CCC(=O)O)c2C(=O)Nc2ccccc2C(F)(F)F)C1 (stereo not drawn) was read as FEN1 inhibitor inconclusive.

Other structures:
Screening Cc1cc(Cl)c(OCCOCCN2CCNCC2)c(Cl)c1 returned FEN1 inhibitor 6%.
Cc1cccc(C)c1OCc1cn(CC(=O)c2ccc(O)cc2)nn1 was read as FEN1 inhibitor -11%.
Screening O=C1CC(c2ccco2)Cc2[nH]c(=O)c(C(=O)Nc3ccccc3)cc21 (stereo not drawn) returned FEN1 inhibitor -12%.
For CCOc1ccc(C=Nc2ccc(/C=C/c3ccnc4ccccc34)cc2)cc1OCC the results were FEN1 inhibitor -7%.
`COc1cc(OCc2ccc(C)cc2)ccc1CNC[C@H]1O[C@@H](n2cnc(C(N)=O)n2)[C@H](O)[C@@H]1O` gave FEN1 inhibitor -23%.
Screening CCN(CC)CCNC(=O)c1ccc(NC(=O)Cc2ccc(OC)c(S(=O)(=O)N3CCOCC3)c2)cc1 returned FEN1 inhibitor 0%.
CCC(c1ccccc1)C(CC)c1cc(O)c(O)c(O)c1 (stereo not drawn) was read as FEN1 inhibitor -16%.
CC(C)(C)[C@@H]1C=C(C(N)=O)O[C@H](OCCCCO)C1 was read as FEN1 inhibitor 6%.
c1ccc(CSc2nccc(-c3ccco3)n2)cc1 was read as FEN1 inhibitor 1%.
CCOC(=O)COc1c(Cl)cc(/C=C2\N=C(C)OC2=O)cc1OC was read as FEN1 inhibitor -2%.
For COc1ccc(CCCc2nnc(SCC(=O)Nc3cccc(C)c3)o2)cc1C the results were FEN1 inhibitor -3%.
Cc1c2cnccc2c(C)c2c1c1ccccc1n2CCOC(=O)c1ccccc1 was read as FEN1 inhibitor inconclusive.
Screening Cc1ccc(NS(=O)(=O)c2ccccc2)c(NS(=O)(=O)c2ccccc2)c1 returned FEN1 inhibitor -20%.
For COc1cc(C2NC(=O)c3c(sc4c3CCN(C)C4)N2)cc(OC)c1OC (stereo not drawn) the results were FEN1 inhibitor 2%.
Screening CCCc1ccc(C2Sc3ccccc3NC3=C2C(=O)c2ccccc23)cc1 (stereo not drawn) returned FEN1 inhibitor -4%.
For CC(=O)C1CCC2C3CCC4=CC(=O)C=CC4(C)C3C(=O)CC12C (stereo not drawn) the results were FEN1 inhibitor 4%.
`COc1cccc(CN(C)CCCn2cnc(C(=O)Nc3ccc(C)c(C)c3)n2)c1` gave FEN1 inhibitor -7%.
Screening CCCn1nc(C(=O)Nc2ccc(N3CCOCC3)cc2)c2ccccc2c1=O returned FEN1 inhibitor -11%.
For CCc1ccccc1NC(=O)C1CCN(S(=O)(=O)c2ccccc2)CC1 the results were FEN1 inhibitor 9%.
For CN(C(=O)c1cccc(NC(=O)Cc2ccc(NC(=O)C3CCN(C(=O)C4CCCCC4)CC3)cc2)c1)C1CC1 the results were FEN1 inhibitor -14%.
`CC1(C2CCC3(C)OC3C2)CO1` (stereo not drawn) gave FEN1 inhibitor -4%.
COc1ccc(-c2noc3c2-c2nc(-c4ccc(Br)cc4)sc2CC3)cc1 was read as FEN1 inhibitor -5%.
`Cc1ccc(Nc2cccc(C(F)(F)F)c2)nn1` gave FEN1 inhibitor 0%.
Screening Cc1cc(Cl)cc2sc(=S)[nH]c12 returned FEN1 inhibitor 4%.
CN(C)c1nc(OCc2ccccc2)c2ncc(=O)[nH]c2n1 was read as FEN1 inhibitor -1%.
Screening Nc1c(Cl)cc(C=O)cc1Cl returned FEN1 inhibitor -2%.
Screening Cc1nc(-c2ccc(Cl)cc2)sc1C1(C)CC(c2ccccc2)=NO1 (stereo not drawn) returned FEN1 inhibitor -12%.
For COc1cccc(-c2ccc3c(N)c(C(=O)NCc4ccc(Cl)cc4)sc3n2)c1 the results were FEN1 inhibitor inconclusive.
Screening COc1ccccc1CNC(=O)c1cc(-c2ccccc2)nn1CC1CC(c2cccc([N+](=O)[O-])c2)=NO1 (stereo not drawn) returned FEN1 inhibitor -12%.
O=C(Cn1cc(COc2cccc([N+](=O)[O-])c2)nn1)c1ccc(O)cc1 was read as FEN1 inhibitor 12%.
CSc1nc2c(c(-c3ccccc3)c1C#N)CCC2 was read as FEN1 inhibitor 6%.
`Cc1oc2ccc(O)cc2c1C(=O)c1ccc(Br)cc1` gave FEN1 inhibitor 10%.
Screening O=c1[nH]c2cc(F)ccc2c2ccc(F)cc12 returned FEN1 inhibitor -4%.
`COC(=O)C1=C(C)N(CCCC(=O)O)C(=O)NC1c1ccc(OC)cc1` (stereo not drawn) gave FEN1 inhibitor 2%.
Screening O=C(OC12CC3CC(CC(C3)C1)C2)c1ccc(NCc2cc(O)ccc2O)cc1 returned FEN1 inhibitor -17%.
For COc1ccc(CNc2oc(COc3cccc(C)c3)nc2C#N)cc1 the results were FEN1 inhibitor -27%.

Screening data from PubChem.
